Assay outcomes (PubChem)
ADAM17 inh: ADAM17 inhibitors, primary screen, biochemical, QFRET. 0.83% of 370,000 active. inhibition, % at 6.95 µM. recombinant ADAM17, EDANS/DABCYL FRET peptide cleavage;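 active means inhibition above the mean of compounds lying between control limits plus 3 SD, set per campaign, cut at about 8.5% in these data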;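 further: 0% = DMSO-only wells as the low control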
GC-A act: GC-A stimulated cGMP production enhancers – HEK293 GC-A cells, cGMP TR-FRET, EC30 ANP, primary screen; 0% at EC30 ANP, 100% saturating ANP; activation, % at 10 µM; 0.14% of 370,000 active; in the data active means activation above about 40%
DAX1 inh-1: DAX1 (NR0B1) inhibitors on StAR promoter, primary screen, cell-based, luminescence, SF-1 (NR5A1), full-length DAX-1; HEK293T StAR-luciferase reporter, SF-1/DAX-1 repression relief; inhibition, % at 6.8 µM; 1.1% of 370,000 active; AID 652010, 2013;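 active means inhibition above the mean over all tested compounds plus 3 SD, cut at about 3.6% in these data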;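 further: 0% = DAX-1 cells with DMSO and 100% = cells lacking DAX-1 with DMSO; higher inhibition means more luminescence from relief of DAX-1 repression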
hcDAF-12 act: H. contortus DAF-12 nuclear receptor activators, primary screen, cell-based, luminescence, HEK293, lit1-tk-luc reporter | AID 652067, 2013 | activation, % at 6.8 µM | 1.4% of 370,000 active | HEK293 hcDAF-12 lit1-tk-luc reporter; 0% DMSO, 100% Δ7-dafachronic acid;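 active means activation above the mean of all tested compounds plus 3 SD, cut at about 5.5% in these data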;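 further: 100% = response to 3 µM Δ7-dafachronic acid high control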
SMARCA2 act: SMARCA2 (BRM) function activators, primary screen, cell-based, luminescence, high throughput. 1% of 370,000 active. activation, % at 9.1 µM. AID 652017, 2013. MG213 cells, MMTV-luciferase reporter, dexamethasone, overnight; in the data active means activation above about 7.8%;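 further: 0% = vehicle wells and 100% = reference activator wells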
ADAM10 inh: human ADAM10 inhibitors, primary screen, biochemical, QFRET, HTS | Disintegrin and metalloproteinase domain-containing protein 10 (Homo sapiens), O14672 | recombinant ADAM10, EDANS/DABCYL FRET peptide cleavage, 3 h | inhibition, % at 7 µM | 0.62% of 370,000 active | AID 720582, 2013;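 active means inhibition above a per-campaign cutoff equal to the mean of compounds falling between control-based bounds plus 3 SD, cut at about 20% in these data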;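 further: 0% = DMSO wells while the 100% control is not disclosed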
Target sequence (O14672 214-748 limits assumed): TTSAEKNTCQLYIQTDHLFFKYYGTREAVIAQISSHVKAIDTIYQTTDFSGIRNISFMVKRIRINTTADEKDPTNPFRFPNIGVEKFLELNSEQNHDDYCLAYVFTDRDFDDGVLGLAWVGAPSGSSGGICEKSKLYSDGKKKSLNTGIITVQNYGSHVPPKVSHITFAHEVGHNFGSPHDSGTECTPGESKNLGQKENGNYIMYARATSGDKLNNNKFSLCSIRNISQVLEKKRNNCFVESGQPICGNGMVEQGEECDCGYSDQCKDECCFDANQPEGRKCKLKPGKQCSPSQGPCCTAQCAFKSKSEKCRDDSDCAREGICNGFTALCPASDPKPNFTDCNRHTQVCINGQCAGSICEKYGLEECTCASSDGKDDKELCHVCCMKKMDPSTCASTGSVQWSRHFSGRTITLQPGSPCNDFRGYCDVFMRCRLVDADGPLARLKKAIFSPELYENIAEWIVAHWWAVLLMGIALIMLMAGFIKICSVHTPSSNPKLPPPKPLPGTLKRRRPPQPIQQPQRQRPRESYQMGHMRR
FXN GAA850 act: FXN promoter activators, primary screen, cell-based, luciferase luminescence, HEK293 lucGAA850; HEK293 lucGAA850 FXN promoter luciferase reporter, 24 h; percent of 10 µM SAHA response; activation, % at 6 µM; 0.56% of 360,000 active;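 active means activation above the average of all compounds screened plus 3 SD, cutoff fixed separately per campaign, cut at about 7.5% in these data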;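 further: 0% = DMSO wells and 100% = 10 µM SAHA wells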
DAX1 inh-2: DAX1 (NR0B1) inhibitors, primary screen, cell-based, HEK293, Gal4-DAX1, luciferase luminescence; 0.99% of 340,000 active; inhibition, % at 6.75 µM; AID 504766, 2011; HEK293 Gal4-DAX1 luciferase reporter; Nuclear receptor subfamily 0 group B member 1 (Homo sapiens), P51843;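 active means inhibition above the mean over all tested compounds plus 3 SD, cut at about 4.2% in these data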;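 further: 0% = DAX1-transfected cells with DMSO and 100% = empty-vector control cells with DMSO; inhibition shows as a rise in luminescence from relieved DAX1 repression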
Target sequence (P51843 207-470 limits assumed): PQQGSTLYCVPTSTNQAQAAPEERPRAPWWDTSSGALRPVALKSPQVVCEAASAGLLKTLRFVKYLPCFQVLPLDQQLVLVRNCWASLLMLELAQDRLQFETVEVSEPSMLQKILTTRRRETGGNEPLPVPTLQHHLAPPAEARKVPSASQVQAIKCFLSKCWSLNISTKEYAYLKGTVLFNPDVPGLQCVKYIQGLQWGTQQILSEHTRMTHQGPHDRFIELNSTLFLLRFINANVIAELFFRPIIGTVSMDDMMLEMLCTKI
ssDAF12 agonist: S. stercoralis DAF-12 nuclear receptor activators, primary screen, cell-based, luminescence, HEK293, GRIP1 co-expression, lit1-tk-luc | AID 652126, 2013 | HEK293 ssDAF-12/GRIP1 lit1-tk-luc reporter; % of 3 µM dafachronic acid response | activation, % at 6.8 µM | 1% of 370,000 active;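 active means activation above the mean over all tested compounds plus 3 SD, cut at about 0.9% in these data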;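 further: 0% = DMSO-only wells and 100% = 3 µM delta7-dafachronic acid wells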
PG9 binder: binders of HIV-1 gp120 antibody PG9, primary screen, biochemical, TR-FRET. HIV-1 gp120 / PG9 antibody interaction. 0.43% of 360,000 active. AID 624416, 2012. TR-FRET gp120-PG9 antibody binding. inhibition, % at 6.7 µM; in the data active means inhibition above about 8.5%
hgDAF12 agonist: H. glycines DAF-12 receptor agonists, primary screen, cell-based, luminescence, HEK293, GAL4 fusion, UAS-luciferase | HEK293 GAL4-hgDAF12 UAS-luciferase reporter, agonist luminescence; normalized to butyrate control | activation, % at 6.8 µM | 1.8% of 370,000 active | AID 687014, 2013;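 active means activation above a cutoff set at the mean of all screened compounds plus 3 SD, cut at about 10% in these data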;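 further: 0% = DMSO wells and 100% = sodium butyrate wells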
Active calls of the source: *; i = inactive; . = not tested or not shown. An unsorted share of the library, and some 6.8% of all compounds hit somewhere here.

SMILES	ADAM17 inh	GC-A act	DAX1 inh-1	hcDAF-12 act	SMARCA2 act	ADAM10 inh	FXN GAA850 act	DAX1 inh-2	ssDAF12 agonist	PG9 binder	hgDAF12 agonist
O=C(NC1CCCC1)c1cccc(S(=O)(=O)Nc2ccccc2F)c1	-7	0	-0.7	-1.4	-2	-10	-1.7	-0.5	-1.6	-0.6	1.4
Cc1ccc(NC(=O)c2ccc(NS(=O)(=O)/C=C/c3ccccc3)cc2)nc1	6	-3	-1.3	-2.2	-3	16	1.6	-0.2	-1.2	-1.2	1.6
COC(=O)C1=C(C)N(CC(C)C)C(=S)NC1c1cccc(OC)c1 (configuration not stated)	-3	-2	0.0	-1.7	-2	-3	.	.	-1.2	-0.6	-1.1
Cc1cc(C)c2nc(N3C(=O)C(O)=C(C(=O)c4ccco4)C3c3ccc(O)cc3)sc2c1 (configuration not stated)	0	-2	1.2	-0.8	1	3	2.7	-0.1	-1.1	-0.6	-0.2
CCCN(C(=O)CSCC(=O)Nc1cccc(C)c1)c1c(N)n(Cc2ccccc2)c(=O)[nH]c1=O	-1	0	-0.7	-0.2	-2	-13	1.3	0.3	-0.5	-1.9	-2.1
Cc1ccccc1C(=O)N1CCC(C(=O)N2CCN(S(=O)(=O)c3ccccc3F)CC2)CC1	-1	0	-0.5	-1.2	3	3	-1.9	-0.5	-1.8	1.9	-1.8
CC(C)(C)SCCNC(=O)c1ccc(Cl)c([N+](=O)[O-])c1	-3	7	-0.8	-0.8	-1	0	1.1	0.9	-0.8	0.0	4.0
CCN(c1ccc(OC)cc1)S(=O)(=O)c1nnc(NC(=O)COc2ccc(F)cc2)s1	0	1	1.7	-0.5	1	3	0.8	0.3	-1.4	-1.1	1.8
O=C(NCCc1c[nH]c2ccccc12)C(=O)NCC1OCCN1S(=O)(=O)c1ccc(Cl)cc1 (configuration not stated)	0	-1	-3.1	-2.5	-3	4	-3.8	-1.4	-0.3	-1.1	-3.1
Cc1c(/N=C(\[O-])Nc2ccc(Br)cc2)sn[n+]1C	1	3	3.0	7.0*	3	6	-0.1	.	0.6	-0.4	11*
COc1ccc(N(CC(=O)Nc2cc([N+](=O)[O-])ccc2C)S(C)(=O)=O)cc1OC	-7	-1	-0.8	-0.3	-4	4	3.5	-0.4	1.3*	2.6	-0.3
CN(CC(=O)Nc1ccc(Cl)c(C(F)(F)F)c1)C(=O)CCN1C(=O)C2CC=CCC2C1=O (configuration not stated)	3	-2	-0.6	0.1	-3	-12	0.6	0.9	0.0	1.9	-5.8
CC(=O)NC(Cc1ccc(C)cc1)C(=O)NC1CCN(c2ncccc2[N+](=O)[O-])CC1 (configuration not stated)	-1	-5	0.1	-0.3	-2	-1	1.0	0.2	-1.3	-1.5	-2.8
CCn1c(=O)cc(SCC(=O)N(C)Cc2ccccc2)c2ccccc21	-3	-8	-1.3	-1.9	-4	-22	-1.4	0.2	-1.3	-0.8	-3.1
COc1cc(/C=C/C(=O)OCC(=O)NC(=O)NC(C)(C)C)ccc1OCC#N	-25	-2	0.1	-0.2	-3	-77	0.4	-1.5	-1.0	-1.8	-0.9
COC(=O)c1ccc(C(c2c(N)n(CC(C)C)c(=O)[nH]c2=O)N2CCN(c3ccccc3)CC2)cc1 (configuration not stated)	-4	-6	-0.3	-0.9	4	-3	-0.8	0.0	-0.9	-1.4	-2.6
COc1ccc(CN2C(NC(=O)OCc3ccccc3)=NC3=CC(C)(C)n4c(=O)n(-c5ccccc5)c(=O)n4C32)c(OC)c1 (configuration not stated)	-1	2	-0.3	-1.4	-2	-8	.	.	-1.1	.	3.2
Cn1c(=O)oc2cc(S(=O)(=O)Nc3ccc(O)cc3)ccc21	-1	0	0.2	0.8	1	0	0.7	0.7	-1.0	-1.3	-0.1
O=C(NCCCN1CCc2ccccc2C1)C1CCN(S(=O)(=O)N2CCCC2)CC1	-6	2	0.3	5.8*	-3	-10	1.4	-0.8	0.0	-4.2	1.0
COc1cccc(C2Nc3ccccc3C(=O)N2c2ccc(F)cc2)c1O (configuration not stated)	-63	-3	0.7	0.6	0	-129	2.8	0.2	-0.5	-0.8	8.3
C/C=C(/C)C(=O)O[C@@H]1c2c(ccc3ccc(=O)oc23)OC(C)(C)[C@@H]1OC(C)=O	-23	-6	0.0	-1.6	1	-84	-0.1	1.2	-1.4	-0.2	0.8
O=C(CCS(=O)(=O)c1ccccc1)NCCS(=O)(=O)c1ccccc1	1	1	0.2	-0.6	-1	-9	2.0	0.4	-1.1	-2.6	1.1
O=C(Nc1ccsc1C(=O)NC1CCCCC1)c1ccc(F)cc1	0	3	0.5	0.3	1	8	0.0	0.1	-0.2	-0.2	-0.6
O=C(c1ccc(S(=O)(=O)N2CCCC2)cc1)N1CCC(CN2C(=O)c3cccc4cccc(c34)C2=O)CC1	-10	3	-0.8	-1.8	7	-34	1.0	-1.9	-2.4	0.0	-1.4
CC1(C(=O)NS(=O)(=O)c2ccc(Cl)s2)CCN1C(=O)Cc1ccccc1Cl (configuration not stated)	-2	1	-0.5	2.1	-3	4	-1.1	.	-1.2	0.2	-2.7
C=CCN(C(=O)CSC1=NC(=O)CN1C(C)=O)c1nc(C)c(-c2ccccc2)s1	-2	-17	1.3	-0.1	-1	-3	6.7	0.0	-0.5	-0.9	5.1
CCN(C(=O)CSc1nnc(-c2ccccc2)o1)c1c(N)n(Cc2ccccc2)c(=O)[nH]c1=O	-1	-2	-0.4	0.0	4	5	1.8	0.5	-1.6	-0.1	-0.2
Cc1cc(C)c2c(-n3cccc3)c(NC(=O)OCc3ccccc3)sc2n1	1	-6	0.8	-0.2	0	-1	-3.0	-0.5	-1.1	-3.5	1.9
COc1ccccc1CNC(=O)c1cc2c(s1)CS(=O)(=O)C2	-4	1	-0.2	1.1	1	-5	1.6	0.2	-1.1	-1.9	3.1
CCOC(=O)[C@@H](NC(=O)CC[C@H]1O[C@@H](n2ccc(=O)[nH]c2=O)[C@H](O)[C@@H]1O)C(C)C	-1	2	0.8	-0.7	-1	-4	.	.	-0.9	-1.1	-1.3
COc1ccc(Br)cc1CNC(=O)c1ccc2c(c1)N(C)CCS2	-295	1	0.2	-0.8	-2	i	-2.0	-0.9	-1.0	-1.2	1.5
NC(=O)CSc1nnnn1-c1ccccc1Cl	2	1	0.1	-1.1	-2	-2	0.4	-0.1	-1.2	0.7	0.8
O=C(NCc1ccccc1)N1CCN(CCO)CC1	-3	2	-0.2	0.5	-1	6	-0.6	1.6	-0.5	-0.2	-1.9
O=C(Cn1nnc2ccccc2c1=O)NCc1ccc(Cl)cc1	-5	-4	0.0	0.7	-2	-7	1.0	0.2	-1.2	-1.0	-1.4
CCOC(=O)C1(C)CCCN1C(=O)c1csnn1 (configuration not stated)	1	3	2.0	-0.7	6	4	-1.1	.	-0.6	-0.2	1.5
CCCCC1CCc2[nH]nc(C(=O)O)c2C1 (configuration not stated)	0	0	0.4	-0.3	2	1	-0.6	-0.7	-1.4	-1.0	-0.1
C=C(C)COc1ccc(C2NC(=O)c3ccccc3O2)cc1OCC (configuration not stated)	-13	-3	0.7	-1.4	-1	-28	1.1	0.9	-0.9	-2.3	2.5
CCOC(=O)CN1CC23C=CC(O2)C(C(=O)Nc2ccc(F)cc2)C3C1=O (configuration not stated)	-6	5	0.1	-1.6	-1	-1	-1.3	1.7	-0.6	2.6	1.3
CC(C)(C)NC(=O)NC(=O)COC(=O)C1c2ccccc2Oc2ccccc21	7	1	-0.2	-1.7	-1	12	1.3	-0.9	-0.8	-2.4	-0.6
Cc1ccc(SCc2ccc(C(=O)NCc3ccncc3)cc2)cc1	-4	1	-2.8	-4.5	-5	2	-0.5	-1.8	-2.2	-0.2	-3.4
CC1CN=C(N(C(=O)Nc2ccccc2)C(C)C)S1 (configuration not stated)	-2	-1	0.3	1.9	-1	-9	-1.7	-0.9	-0.2	1.5	2.0
O=C(CSCC(=O)NC1CC1)Nc1ccccc1	3	0	0.2	-1.2	0	-4	0.3	0.3	-1.0	-0.6	-1.4
CCOC(=O)C1(Cc2cccc(OC)c2)CCCN(C(=O)c2ccc(OC)o2)C1 (configuration not stated)	1	-1	4.3*	5.1	4	-1	3.2	0.7	-0.3	-3.6	5.1
O=C(NCc1ccc(F)cc1)c1ccc(N2CCOCC2)c([N+](=O)[O-])c1	-2	-2	-0.1	-1.3	-2	4	1.3	4.0	-0.7	-0.2	0.4
O=C(N/N=C/c1ccc(-c2cccc(C(F)(F)F)c2)o1)c1cccc(F)c1	-11	-8	-0.5	1.5	1	-32	-1.3	0.3	-1.7	-2.4	6.3
Cc1ccc(C(=O)CSc2nnc(COc3cccc4cccnc34)o2)cc1	-3	-1	-1.1	-3.1	1	-1	-3.3	-1.5	-1.8	-1.2	-1.9
O=C(NN=Cc1cccc([N+](=O)[O-])c1)c1cc(-c2cccnc2)nc2ccccc12	2	22	2.1	-0.1	-1	-4	0.2	1.2	-0.4	0.7	3.7
O=C(NCCc1ccncc1)c1ccccc1F	-2	1	-0.2	-1.4	1	1	-0.4	1.9	-1.1	-1.8	0.0
N#Cc1ccccc1N1CCN(S(=O)(=O)c2ccc3c(c2)CCC(=O)N3)CC1	-4	1	0.5	-0.8	0	-22	.	.	-1.1	.	2.8
Cc1nc(C)c2c(c1C(F)(F)F)-c1ccccc1C2(F)F	-6	0	0.1	-1.6	-4	-3	-2.6	-0.3	-1.4	-0.8	-1.5
Cc1nc2ccc(S(=O)(=O)NCC(=O)O)cc2s1	4	-2	-0.1	-0.4	2	-1	-2.1	0.4	-0.9	-1.9	0.2

4 of the compounds above, with bars between the fields.
canonical_smiles | ADAM17 inh | GC-A act | DAX1 inh-1 | hcDAF-12 act | SMARCA2 act | ADAM10 inh | FXN GAA850 act | DAX1 inh-2 | ssDAF12 agonist | PG9 binder | hgDAF12 agonist
O=C(NCc1ccc(F)cc1)c1ccc(N2CCOCC2)c([N+](=O)[O-])c1 | -2 | -2 | -0.1 | -1.3 | -2 | 4 | 1.3 | 4.0 | -0.7 | -0.2 | 0.4
O=C(N/N=C/c1ccc(-c2cccc(C(F)(F)F)c2)o1)c1cccc(F)c1 | -11 | -8 | -0.5 | 1.5 | 1 | -32 | -1.3 | 0.3 | -1.7 | -2.4 | 6.3
Cc1ccc(C(=O)CSc2nnc(COc3cccc4cccnc34)o2)cc1 | -3 | -1 | -1.1 | -3.1 | 1 | -1 | -3.3 | -1.5 | -1.8 | -1.2 | -1.9
O=C(NN=Cc1cccc([N+](=O)[O-])c1)c1cc(-c2cccnc2)nc2ccccc12 | 2 | 22 | 2.1 | -0.1 | -1 | -4 | 0.2 | 1.2 | -0.4 | 0.7 | 3.7
